Tat export inh: blocks Tat-dependent protein export in E. coli | 0.036% of 340,000 active | E. coli MC4100 TorA-mCherry Tat export, fluorescence | AID 488895 | inhibition, % at 10 µM;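 active = mean replicate inhibition at least 50% and at least half of replicates individually reaching 50%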;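 also: exported cargo escapes ClpAP degradation while cytoplasmic cargo is degraded and loses fluorescence; 0% = median of neutral control wells and 100% = median of NaSCN control wells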
PKA-R2B activ: activators of human PKA-R2B complex; P22694+P31323; PKA-R2B holoenzyme dissociation, Cy5-IP20 fluorescence polarization; R2B truncated from residue 108, S112A mutant; 0% DMSO only, 100% 113 µM cGMP; activation, % at 11.4 µM; 0.079% of 340,000 active; AID 504700;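 active = activation above a cutoff set at the mean over all compounds plus 3 SD, cut at about 18% in these data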;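 also: higher means more holoenzyme dissociation and a rise in polarization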
Target sequence (P31323 whole entry, looked up, other chains not shown, the tested form may be a part): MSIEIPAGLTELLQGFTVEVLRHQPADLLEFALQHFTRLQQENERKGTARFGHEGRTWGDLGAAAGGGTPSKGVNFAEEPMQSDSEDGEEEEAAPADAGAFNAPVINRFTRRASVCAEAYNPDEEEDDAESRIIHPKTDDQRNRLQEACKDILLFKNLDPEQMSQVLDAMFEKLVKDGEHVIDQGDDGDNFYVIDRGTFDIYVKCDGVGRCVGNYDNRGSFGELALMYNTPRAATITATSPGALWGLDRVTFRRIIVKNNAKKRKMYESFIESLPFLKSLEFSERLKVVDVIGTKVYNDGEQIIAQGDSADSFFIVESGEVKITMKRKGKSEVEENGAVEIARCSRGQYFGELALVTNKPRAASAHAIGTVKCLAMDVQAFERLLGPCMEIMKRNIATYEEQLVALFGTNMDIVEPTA
AddAB inh: less growth of phage-infected E. coli with AddAB | E. coli expressing H. pylori AddAB, absorbance growth | inhibition, % at 11.9 µM | 0.29% of 330,000 active | AID 435030; in the data active = inhibition above about 12%;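 also: 0% = vehicle wells of infected cells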
PKA-R1A activ: activates the PKA-R1A holoenzyme complex. P00514+P68181. PKA-R1A dissociation, Cy5-IP20 fluorescence polarization; scaled: DMSO 0%, 113 µM cGMP 100%. AID 504707. 0.083% of 340,000 active. activation, % at 11.4 µM;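 active = percent activation above the mean of all tested compounds plus 3 SD, cut at about 19% in these data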;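 also: higher means more PKAc released from R1A so a rise in polarization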
DAGLB inhibitor: blocks human DAGLB lipase activity; Q8NCG7; HEK293T DAGLB membrane lysate, EnzChek fluorogenic substrate; inhibition, % at 5.17 µM; 0.059% of 340,000 active; AID 504411; in the data active = inhibition above about 34%;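 also: 0% = enzyme with vehicle and 100% = wells lacking enzyme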
E coli growth: counter-screen for AddAB inhibitors: E. coli growth inhibition. E. coli V3065 growth, OD600 absorbance, 18 h. inhibition, % at 11.9 µM. 0.27% of 330,000 active. AID 449728;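 active = inhibition above the campaign's mean inhibition across all tested compounds plus 3 SD, cut at about 9.9% in these data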;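 also: uninfected addAB+ strain grown without phage in ampicillin broth; 0% = DMSO wells and 100% = ciprofloxacin 0.95 µg/ml wells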
phage Ecoli inh: E. coli growth loss with phage present; growth absorbance; inhibition, % at 11.9 µM; 0.26% of 360,000 active; in the data active = inhibition above about 11%
HTR5A inv ctr: counter-screen for OPRM1-OPRD1 inverse agonists: human HTR5A inverse agonism; 0.083% of 340,000 active; HTR5A cell line, luminescence; inhibition, % at 9.3 µM; P47898; in the data active = inhibition mostly above about 23%, no sharp cut-off; inactive = mostly below about 18%;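 also: 0% = cells with DMSO and 100% = no-cell wells with DMSO; some compounds called inactive have numbers as strong as hits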
Target sequence (P47898 whole entry, looked up): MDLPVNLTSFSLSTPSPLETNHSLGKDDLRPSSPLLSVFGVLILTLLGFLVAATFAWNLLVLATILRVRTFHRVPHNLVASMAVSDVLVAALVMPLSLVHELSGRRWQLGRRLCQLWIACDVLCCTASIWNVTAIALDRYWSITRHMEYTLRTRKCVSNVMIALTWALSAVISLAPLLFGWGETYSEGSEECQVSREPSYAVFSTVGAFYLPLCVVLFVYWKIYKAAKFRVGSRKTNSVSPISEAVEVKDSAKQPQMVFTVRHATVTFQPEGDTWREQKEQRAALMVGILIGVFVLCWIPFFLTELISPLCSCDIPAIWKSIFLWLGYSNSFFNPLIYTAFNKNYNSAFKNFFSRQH
CDK5 inh: CDK5/p35 (human) kinase inhibition; Recombinant CDK5/p35, ADP-Glo luminescence, 60 min; 0.01% of 330,000 active; Q00535+Q15078; inhibition, % at 10 µM;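 active = highest replicate inhibition of at least 50% and at least 75% of replicates reaching 50%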;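 also: plate controls were DMSO neutral control for no effect and GW8510 at 10 µM for full effect; many of its hits are not listed in these tables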
Mot1-301 SUMO: inhibitors of SUMOylation pathway: yeast Mot1-301 growth rescue; S. cerevisiae Mot1-301 growth rescue, ATP luminescence, 38.5C; percent above DMSO median, 100 means doubled; growth rescue, % at 18.8 µM; 1% of 320,000 active; AID 2716;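 active = every valid replicate shows activation above 250% relative to neutral control wells; inactive = the rest, any valid replicate at or below 250%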;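 also: OY570 slx delta 5 strain wells were the positive control but not used for scaling; some compounds called inactive have numbers as strong as hits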
HTR5A ag: activates human HTR5A in OPRM1-OPRD1 agonist counter-screen; P47898; HTR5A agonist assay, luminescence, cell-based; activation, % at 9.3 µM; 0.61% of 340,000 active; AID 504692; in the data active = activation mostly above about 9.5%, no sharp cut-off; inactive = mostly below about 7.6%;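 also: 0% = cells with vehicle only and 100% = reference agonist; strong numbers were not always called active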
* = called active by the depositor; . = not tested or not shown.

SMILES | Tat export inh | PKA-R2B activ | AddAB inh | PKA-R1A activ | DAGLB inhibitor | E coli growth | phage Ecoli inh | HTR5A inv ctr | CDK5 inh | Mot1-301 SUMO | HTR5A ag
O=C(OCC(=O)N1CCOCC1)c1ccccc1Br | 1 | -7 | 2.2 | -7 | 0 | 0.3 | -1.6 | -1 | 0.3 | -6 | 0
COc1ccc(OC)c(NC(=S)NCCCN2CCOCC2)c1 | 3 | 3 | 5.5 | -4 | -1 | 3.8 | 2.8 | -6 | -1.0 | -31 | 3
CC(=O)C(C(C)=O)c1cc(NS(=O)(=O)c2ccccc2)ccc1NS(=O)(=O)c1ccccc1 | 0 | -7 | 3.0 | 0 | 2 | 0.2 | 2.3 | 9 | -0.7 | 1 | -4
Cc1c(-n2c(-c3ccccc3)nc3ccccc3c2=O)c(=O)n(-c2ccccc2)n1C | -6 | 4 | 1.7 | -4 | 0 | -1.2 | 6.1 | -6 | 1.3 | -4 | 2
O=C(N/C(=C/c1cccnc1)C(=O)N1CCOCC1)c1ccco1 | 3 | -2 | 0.9 | 10 | 0 | -3.0 | 4.2 | -22 | -0.1 | -3 | 1
CCC(OC(=O)C(C)N1C(=O)C(=O)c2ccccc21)C(=O)Nc1ccccc1OC (stereo not drawn) | 2 | 7 | . | 2 | -1 | . | 2.5 | 2 | 0.6 | . | -4
Cc1ccc2oc(C(=O)N3CCC(O)(c4cccc(C(F)(F)F)c4)CC3)c(C)c2c1 | 20 | -11 | 1.8 | -2 | -8 | 2.9 | -0.7 | 2 | -0.7 | -14 | 1
CCN(CC)C(=O)c1ccc(-c2ccccc2)cc1 | -5 | -6 | 5.2 | -6 | -2 | -0.2 | 0.0 | -16 | 1.6 | 15 | 1
O=C(CSc1ccc([N+](=O)[O-])cn1)Nc1nccs1 | 5 | 7 | 2.8 | -2 | 2 | 3.8 | 0.9 | -4 | 2.3 | 0 | -1
CS(=O)(=O)c1ccc(C(=O)NC2CCOC2=O)cc1 (stereo not drawn) | -5 | 1 | -0.1 | 8 | -2 | 0.4 | 1.2 | 6 | 0.8 | 9 | -2
O=C(CCN1C(=O)[C@@H]2Cc3ccccc3CN2C1=O)Nc1cccc(F)c1 | -6 | -9 | 3.6 | -5 | -2 | -2.1 | 2.5 | 1 | . | 11 | -2
CNC[C@@H]1Oc2c(NC(=O)Nc3ccccc3)cccc2C(=O)N([C@@H](C)CO)C[C@H]1C | -11 | -6 | 4.4 | -6 | 1 | -2.5 | 1.8 | -13 | 1.0 | 5 | 5
Cc1ccc(-n2ncc3c(SCc4cccc(C)c4)ncnc32)cc1 | 6 | 4 | 2.5 | 5 | 2 | -0.6 | 3.7 | 15 | 0.1 | -14 | 3
Cc1ccc(-n2c(Cc3cccn3C)nnc2SCC(=O)Nc2cc(C)on2)cc1 | -4 | 3 | -0.8 | 8 | 2 | -0.2 | 1.2 | -19 | -3.5 | 1 | 0
O=S(=O)(c1ccccc1)c1nc(NCc2cccnc2)sc1Cl | 4 | 7 | 1.2 | 0 | 4 | 1.9 | -0.3 | -13 | 1.2 | 5 | 0
COc1ccc(C(C)=O)cc1COC(=O)c1c(C)noc1C | 0 | 7 | -1.1 | -7 | 0 | -0.7 | 0.3 | -27 | . | -1 | -3
Cc1cc(C)cc(CC2CC(=O)N(c3ccc([N+](=O)[O-])cc3)C2=O)c1 (stereo not drawn) | -5 | -6 | 1.0 | -7 | -3 | -0.1 | -0.1 | -9 | 8.6 | 20 | 5
O=C(NCC1CCCCC1)C12CN(Cc3ccccc3)CC1C(c1cccc([N+](=O)[O-])c1)=NO2 (stereo not drawn) | 4 | -2 | -0.3 | -14 | -15 | -0.2 | -0.3 | 12 | -0.4 | 28 | 2
CCn1c(=O)c(=O)[nH]c2cc(C(=O)N3CCN(Cc4ccc5c(c4)OCO5)CC3)ccc21 | -1 | 3 | -1.5 | -1 | 1 | 1.0 | 2.5 | 25 | -1.8 | 3 | -1
CC1CCN(C(=O)COC(=O)/C=C/c2ccc([N+](=O)[O-])cc2)CC1 | 3 | 0 | -0.3 | -10 | 2 | -0.5 | 1.2 | 3 | 0.5 | 6 | -1
C/C(N)=C(/C#N)C(=O)CSc1nnc(Nc2cccc(C)c2)s1 | 2 | -1 | 1.0 | -4 | 1 | -0.5 | 2.7 | -20 | -0.1 | -7 | 0
CC(=O)Nc1cc2cc(NS(=O)(=O)c3ccc(C)cc3)ccc2oc1=O | -11 | . | -0.1 | . | . | 0.1 | 2.9 | . | -1.6 | -6 | .
CC1(C)CC(=O)c2cc(OCC(=O)N3CCCCCC3)ccc2O1 | -7 | -3 | 0.4 | -10 | 0 | 1.3 | 2.0 | -8 | 1.4 | 2 | 5
CC(=N\Nc1ccccc1)/C(=N/O)C(=O)Nc1ccccc1 | 4 | -6 | 3.2 | -9 | 2 | -0.6 | 1.8 | 12 | -0.7 | 7 | -5
COc1cccc(NC(=S)N(Cc2ccc(C)cc2)Cc2ccccn2)c1 | 0 | -12 | 2.0 | -7 | -1 | -0.8 | 1.3 | -26 | -0.4 | -6 | 0
Cc1cc(C)n2nc(C(=O)N3CCN(Cc4ccc5c(c4)OCO5)CC3)nc2n1 | 4 | -11 | 4.6 | -4 | -1 | 2.4 | 3.1 | -1 | -0.3 | . | 0
Oc1cccc(C(O)CNCc2ccc(-c3ccccc3)cc2)c1 (stereo not drawn) | 4 | 4 | 3.1 | -4 | -4 | 1.3 | 4.8 | -25 | -1.5 | -9 | 11
O=C(Nc1cccnc1)C1(c2ccc(Cl)cc2)CCCC1 | 1 | -5 | 2.8 | 7 | -1 | 0.7 | 0.6 | 8 | -3.4 | 12 | -3
COc1ccc(Cl)c(CNC[C@H]2O[C@@H](n3cnc(C(N)=O)n3)[C@H](O)[C@@H]2O)c1 | 9 | -5 | . | 4 | -4 | . | 2.0 | 0 | -5.8 | . | 0
C[C@@H]1O[C@@H](O[C@H]2[C@H](O)[C@@H](O)[C@H](Oc3c(-c4ccc(O)c(O)c4)oc4cc(O)cc(O)c4c3=O)O[C@@H]2CO)[C@H](O)[C@H](O)[C@H]1O | -5 | 2 | 0.3 | -2 | 0 | -3.2 | 1.4 | -22 | 3.1 | 4 | -4
CCCOc1ccc2c(=O)c(-c3cc(C(=O)OC)oc3C)c(C)oc2c1 | -3 | 11 | 2.6 | -6 | -5 | 1.8 | 2.8 | -13 | -0.6 | 26 | 5
COc1ccc(C(=O)/C(C#N)=N/Nc2ccccc2[N+](=O)[O-])cc1 | -4 | -7 | 0.3 | 0 | 15 | -1.2 | 3.6 | 2 | 0.7 | -9 | -1
COCCN(C(=O)CC1CCCCC1)c1c(N)n(CC(C)C)c(=O)[nH]c1=O | 1 | -5 | 1.9 | -7 | -1 | -1.4 | 0.9 | -9 | 1.2 | 0 | 3
O=C1N(c2ccccc2)c2ccccc2C1(O)C(F)(F)F (stereo not drawn) | -14 | -2 | 0.4 | 10 | 4 | -1.9 | 1.5 | 9 | 0.5 | 3 | -3
O=C(NCc1ccccn1)c1cc(Cl)ccc1OCc1ccccc1 | 6 | 0 | 3.9 | 2 | -3 | 5.4 | 2.6 | 17 | -1.0 | -6 | -6
O=C(c1n[nH]c(=O)c2ccccc12)N1CCOCC1 | -7 | -5 | 2.4 | -2 | -1 | 1.2 | 3.6 | -3 | 0.8 | -1 | 1
CN(C(=O)COC(=O)c1n[nH]c(=O)c2ccccc12)c1ccccc1 | -10 | 7 | -0.5 | 11 | 3 | 1.9 | 2.6 | -17 | 1.3 | -4 | 6
CCCN(CCC)c1nc(-c2ccccn2)nc2ccccc12 | 3 | -10 | . | 1 | -4 | . | -0.9 | 3 | 0.0 | -28 | -1
N#Cc1cc2c(nc1SCC(N)=O)CCCCC2 | -3 | -7 | 5.9 | -3 | 1 | 1.6 | 2.6 | -11 | 1.1 | 8 | 2
Cc1c2cc[n+](CCN3CCCCC3)cc2c(C)c2c1[nH]c1ccc(O)cc12 | 14 | -6 | . | 5 | 4 | . | . | -11 | 7.4 | . | 3

Ordered by value in Mot1-301 SUMO (smallest number first): some entries from above.
compound | Tat export inh | PKA-R2B activ | AddAB inh | PKA-R1A activ | DAGLB inhibitor | phage Ecoli inh | CDK5 inh | Mot1-301 SUMO
CC(=O)Nc1cc2cc(NS(=O)(=O)c3ccc(C)cc3)ccc2oc1=O | -11 | . | -0.1 | . | . | 2.9 | -1.6 | -6
O=C(c1n[nH]c(=O)c2ccccc12)N1CCOCC1 | -7 | -5 | 2.4 | -2 | -1 | 3.6 | 0.8 | -1
O=C(Nc1cccnc1)C1(c2ccc(Cl)cc2)CCCC1 | 1 | -5 | 2.8 | 7 | -1 | 0.6 | -3.4 | 12

The list goes on.
SMILES | Tat export inh | PKA-R2B activ | AddAB inh | PKA-R1A activ | DAGLB inhibitor | E coli growth | phage Ecoli inh | HTR5A inv ctr | CDK5 inh | Mot1-301 SUMO | HTR5A ag
COc1ccc(NC(=O)Cc2c(O)c3ccccc3[nH]c2=O)cc1 | 1 | -2 | -0.5 | -21 | 0 | 3.3 | 3.2 | -11 | 0.8 | -7 | 5
COc1ccc(NS(=O)(=O)c2cccc(-c3n[nH]c(=S)n3Cc3ccccc3)c2)cc1 | 4 | 4 | 1.0 | 4 | 1 | -0.1 | -0.6 | 14 | 2.7 | -24 | -5
CCCCCCc1nc(C(N)=O)c2[nH]c(=O)n(-c3ccc(OCC)cc3)c2n1 | 0 | -7 | -0.6 | 7 | 0 | -2.5 | . | 9 | -1.0 | -8 | -1
Cc1ccc(CNC(=O)CCS(=O)(=O)c2ccc(Br)s2)cc1 | 3 | -8 | -1.4 | -4 | -3 | -1.6 | 3.2 | 12 | 1.4 | -10 | 1
CC(=O)N1c2ccccc2C(C)=CC1(C)C | -1 | -5 | 1.6 | 2 | 0 | -0.8 | -0.9 | -29 | 0.3 | 165 | -1
CCC(C)c1ccc(OCC(=O)Nc2ccc3c(c2)C(=O)NC3=O)cc1 (stereo not drawn) | -12 | -8 | 0.8 | 9 | -4 | 0.1 | -1.4 | -21 | -1.6 | 1 | 6
COc1ccc(CCNC(=O)CC2C(=O)NCCN2CC(C)(C)C)cc1 (stereo not drawn) | 1 | -4 | 2.3 | 4 | 1 | 1.9 | 0.3 | -2 | 1.7 | 770* | 1
CSc1ccccc1NC(=O)CN(C)C(=O)Cc1c(F)cccc1Cl | 7 | -1 | 1.8 | 8 | -4 | 0.0 | 0.8 | 3 | 2.1 | 6 | 1
N#CC(Cc1cccc(CC(C#N)(c2ccccc2)c2ccccc2)c1)(c1ccccc1)c1ccccc1 | -2 | -13 | 3.6 | -8 | -4 | 0.5 | -0.8 | -3 | -0.4 | 274 | 1
O=C(Cc1ccc(Cl)cc1)N/N=C/c1cccs1 | -7 | -6 | 0.7 | -3 | -6 | 0.9 | 2.2 | 6 | -0.8 | 18 | -1

Compound activity: PubChem, several laboratories
